Bioassay records as filed in PubChem BioAssay.
MEP2 TOR yeast = modulators of TOR pathway MEP2-GFP in S. cerevisiae; hit rate 0.51% among 330,000; S. cerevisiae MEP2-GFP strain, flow cytometry GFP, 3 h; 100% = DMSO control level; GFP response vs DMSO, % at 10 µM;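 active = GFP response versus DMSO above a set limit, roughly screen mean plus 3 SD, cut at about 180% in these data; inconclusive = fewer than 70 cells counted for a yeast strain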;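 note: median GFP fluorescence of the barcode-gated MEP2-GFP cells per well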
proCasp3 act = activates human procaspase-3; recombinant procaspase-3 D3A, Ac-DEVD-pNA absorbance 405 nm; hit rate 0.11% among 330,000; activation, % at 8.5 µM; P42574; AID 463141;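 active = activation above the mean of all tested compounds plus 3 SD, cut at about 21% in these data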;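 note: 0% = DMSO alone and 100% = DMSO wells spiked with extra 5 µM PC-3 D3A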
Target sequence (P42574 whole entry D9A/D28A/D175A): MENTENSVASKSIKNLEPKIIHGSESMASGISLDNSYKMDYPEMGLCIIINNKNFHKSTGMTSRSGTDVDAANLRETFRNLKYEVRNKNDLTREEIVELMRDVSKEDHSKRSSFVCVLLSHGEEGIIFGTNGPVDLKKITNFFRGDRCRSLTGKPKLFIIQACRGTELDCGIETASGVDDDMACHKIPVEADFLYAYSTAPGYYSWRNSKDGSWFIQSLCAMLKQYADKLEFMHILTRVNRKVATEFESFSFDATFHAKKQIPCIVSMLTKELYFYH
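Assay system – Procaspase-3 D3A mutant, all three cleavage aspartates alanine · Controls – DMSO-only low control, 5 µM PC-3 D3A high control · Schedule – 1 h compound preincubation, 2 h substrate hydrolysis at 25 °C · Signal – 405 nm absorbance of p-nitroaniline, reads at 0 and 120 min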
Yeast superoxide = lowers age-related superoxide in aged yeast cells | S. cerevisiae aged cells, superoxide DHE fluorescence; stronger effect = lower value | hit rate 0.18% among 330,000 | AID 2690 | superoxide response (% of plate mean), % at 10 µM;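 active = superoxide response under a set limit, about three screen SD below normal, cut at about 65% in these data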;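 note: yeast aged for seven days with compound at 30 °C before DHE staining; 100% = average MFI of all compound-treated wells on the plate with controls excluded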
AHR activator = activators of human aryl hydrocarbon receptor. P35869. AHR-responsive luciferase reporter cells, luminescence. activation, % at 5 µM. hit rate 2.5% among 320,000; in the data active = activation above about 47%;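 note: 0% = vehicle wells and 100% = reference agonist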
RPL19A TOR yeast = alters RPL19A-GFP fluorescence in TOR pathway yeast screen | S. cerevisiae RPL19A-GFP strain, flow cytometry, 3 h; stronger effect = lower value | AID 2025 | hit rate 0.3% among 330,000 | percent response vs DMSO, % at 10 µM;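 active = percent response vs DMSO below 50%; inconclusive = fewer than 70 events counted for the yeast strain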;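 note: median channel GFP fluorescence of the barcoded RPL19A-GFP strain; ratio of sample median GFP to plate DMSO average so 100% = DMSO; lower means less RPL19A-GFP as with rapamycin TOR inhibition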
LAP4-GFP MLPCN = modulators of TOR pathway LAP4-GFP in S. cerevisiae; S. cerevisiae LAP4-GFP multiplex, flow cytometry GFP, 3 h; median GFP as percent of DMSO wells; GFP response vs DMSO, % at 10 µM; hit rate 0.34% among 320,000; AID 2023;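 active = GFP response vs DMSO above a set limit, about the screen mean plus 3 SD, cut at about 150% in these data; inconclusive = under 70 cell events counted for the yeast strain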
JMJD2C inh = inhibitors of human GASC-1 (JMJD2C) demethylase; Q9H3R0; GST-JMJD2C(1-420) H3K9me3 demethylation, DELFIA europium; inhibition, % at 2.35 µM; hit rate 0.069% among 330,000; AID 2099;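 active = more than half of a compound's replicate wells show inhibition beyond 50%, single wells judged on their own value; inconclusive = some, but no more than half, of replicates pass 50% inhibition; inactive = no replicate passes 50% inhibition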;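 note: signal counts dimethyl H3K9 product captured on neutravidin plate; 0% = median of DMSO wells and 100% = 0.3 times that DMSO median; strong numbers were not always called active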
Target sequence (Q9H3R0 1-420 limits assumed): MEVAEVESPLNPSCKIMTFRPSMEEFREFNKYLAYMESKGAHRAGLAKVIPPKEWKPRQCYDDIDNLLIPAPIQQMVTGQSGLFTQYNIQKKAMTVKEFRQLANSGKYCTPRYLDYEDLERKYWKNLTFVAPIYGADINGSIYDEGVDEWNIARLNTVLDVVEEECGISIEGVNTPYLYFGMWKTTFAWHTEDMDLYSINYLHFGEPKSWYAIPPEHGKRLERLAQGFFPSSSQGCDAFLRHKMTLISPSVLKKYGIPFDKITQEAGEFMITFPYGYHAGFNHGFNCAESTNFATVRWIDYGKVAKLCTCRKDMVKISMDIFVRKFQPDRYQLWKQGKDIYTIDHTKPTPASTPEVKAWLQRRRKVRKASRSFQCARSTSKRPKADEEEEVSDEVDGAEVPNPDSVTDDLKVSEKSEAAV
procasp7 counter = activates human procaspase-7, counter-screen for procaspase-3 activators; hit rate 0.093% among 330,000; recombinant procaspase-7, Ac-DEVD-pNA absorbance 405 nm; D23A/D198A/D206A triple mutant, cannot self-cleave; scale: DMSO 0, 5 µM enzyme 100; AID 463210; P55210; activation, % at 8.5 µM;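 active = percent activation above the screen-wide mean plus 3 SD, cut at about 25% in these data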
Target sequence (P55210 whole entry D23A/D198A/D206A): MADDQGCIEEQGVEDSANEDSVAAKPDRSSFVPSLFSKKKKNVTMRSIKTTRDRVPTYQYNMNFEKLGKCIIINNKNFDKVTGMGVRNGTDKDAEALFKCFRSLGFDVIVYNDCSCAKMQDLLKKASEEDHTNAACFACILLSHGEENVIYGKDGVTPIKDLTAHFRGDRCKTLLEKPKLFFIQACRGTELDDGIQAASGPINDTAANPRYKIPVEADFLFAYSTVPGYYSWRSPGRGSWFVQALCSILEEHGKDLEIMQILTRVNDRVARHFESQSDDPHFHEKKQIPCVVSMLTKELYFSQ
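System: Procaspase-7 triple mutant (PC-7 D3A); measure: % activation from two-timepoint absorbance difference, scaled to controls; times: 1 h compound preincubation, 2 h substrate cleavage, 25 °C; also added: Ac-DEVD-pNA substrate, 400 µM as added; measured by: Epi-absorbance of released pNA at 405 nm, two timepoints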
Active calls of the source: *; u = inconclusive; x = no result given; & = joins results of further samples; [ ] = dose if it differs, or a comment.

Fields – procasp7 counter	LAP4-GFP MLPCN	RPL19A TOR yeast	MEP2 TOR yeast	Yeast superoxide	JMJD2C inh	proCasp3 act	AHR activator
> CCCNC(=S)NNC(=O)c1cccs1
  -1	104	99	98	97	-12	-2	-2
> O=C(N/N=C/c1ccc(OCc2ccccc2)cc1)c1ccco1
  -2	102	99	100	112	u	0	2
> CC(=O)Nc1ccc(S(=O)(=O)NCCSCc2cccc(Cl)c2)cc1
  3	103	99	89	88	-8	4	-1
> O=C(O)[C@@H]1CCCN1c1ncnc2sc3c(c12)CCC3
  7	98	96	106	83	-15	-8	5
> COc1ccccc1-c1ccc(Nc2ccc(C(=O)N3CCOCC3)cc2)nn1
  12	96	93	98	103	x	4	0
> Cc1nc(Cl)c(C(=O)NC(C)(C)C)c(C)c1Cl
  2	102	101	99	91	9	-5	1
> O=C1CC(c2ccc(S(=O)(=O)NCCOc3ccccc3)cc2)CN1 (centres undefined)
  1	101	98	104	98	-2	3	0
> COc1ccc(S(=O)(=O)/N=C2/C=CC(=O)C(C)=C2C)cc1
  -13	93	94	94	109	5	-2	30
> O=c1c(C/C=C/c2ccccc2)c(O)ccn1Cc1cccc(Cl)c1
  -3	105	99	86	104	0	6	0
> COc1cc(Cc2ccc(N)c(OC)c2)ccc1N
  -6	93	102	103	92	-1	-2	2
> COc1ccc(CNc2nc3ccccc3n2CCN2CCOCC2)cc1
  2	101	98	93	99	-19	-10	6
> CN1CCN(C(N)=NC(=O)c2ccccc2)CC1
  11	85	100	94	95	-37	2	2
> CCc1cc2c(=O)c(-c3nc4ccccc4n3C)coc2c(CN2CCN(C)CC2)c1O
  -7	103	104	109	113	28&1	-6	5
> CC(C)N(C(=O)CN1CCN(S(=O)(=O)c2ccc(Br)s2)CC1)C(C)C
  12	86	94	94	92	15	1	-2
> C[C@@H]1CN(C(=O)c2nc3ccc(Cl)cn3c2CN(C)CCc2cnn(C)c2)C[C@H](C)O1
  6	96	97	91	104	-5	7	1
> COc1cc(C2NC(=S)NC3=C2CCc2ccccc23)cc(OC)c1OC (centres undefined)
  -25	96	101	107	130	0	-7	4
> O=C(NCC1CCCO1)C1CC(c2ccc(Cl)c(Cl)c2)=NO1 (centres undefined)
  -7	95	92	90	99	-7	0	0
> C=CCn1c(-c2cccn(Cc3ccc(Cl)cc3)c2=O)n[nH]c1=S
  -15	102	108	108	110	-2	-14	-3
> Cc1ccc(NC(=O)c2cccc(S(=O)(=O)N(C)c3ccccc3)c2)cc1S(=O)(=O)N1CCOCC1
  13	94	97	99	100	-5	2	18
> O=C(NCc1ccccc1)c1cc[n+]([O-])cc1
  10	90	106	99	94	7	-3	0
> C=C(C)CNC(=S)N/N=C/c1ccccc1OCC(=O)O
  -2	104	106	106	93	-1	6	1
> CC(C)c1ccc(CNC(=O)C(=O)NCC2CCCO2)cc1 (centres undefined)
  -1	104	106	104	89	-1	-7	0
> O=S(=O)(/N=C(/Nc1ccccn1)c1ccccc1)c1ccc(Cl)cc1
  4	101	105	106	93	6	0	1
> O=C(NC1=NCCCCC1)c1cccc2ccccc12
  5	108	108	103	114	-1	0	1
> Cc1ccc(NC(=S)NNC(=O)c2ccco2)cc1
  2	93	93	100	84	-1	7	2
> CC(C)C(=O)N1C2CCC1CC(O)(c1ccc(F)cc1)C2 (centres undefined)
  -7	98	103	101	98	8	5	1
> CN1CCN(S(=O)(=O)c2ccc(Nc3ccc(F)cc3)c([N+](=O)[O-])c2)CC1
  2	96	96	94	128	-7	-5	-1
> CCC(Sc1nc2ccccc2s1)C(=O)Nc1cc(C)on1 (centres undefined)
  9	110	97	99	90	4	4	11
> CC(=O)Nc1c(C(=O)N2CCOCC2)sc2nc3c(cc12)COC(C)(C)C3
  3	96	98	99	109	1	1	5
> O=C(COc1ccc2c(-c3ccccc3)cc(=O)oc2c1)Nc1cccnc1
  -4	96	98	98	100	-3	1	7

Next compounds follow.
Fields – procasp7 counter	LAP4-GFP MLPCN	RPL19A TOR yeast	MEP2 TOR yeast	Yeast superoxide	JMJD2C inh	proCasp3 act	AHR activator
> COc1ccc(C(=O)C2CCCN(Cc3cccn3-c3ccccn3)C2)c(C)c1 (centres undefined)
  11	92	86	93	96	5	3	13
> O=C(NCCc1ccccc1)C(=O)NCC1CCCO1 (centres undefined)
  8	97	100	101	88	-15	-1	-1
> Cc1coc2cc3oc(=O)c(CCC(=O)NCc4ccccn4)c(C)c3cc12
  -2	103	95	108	87	-15	0	0
> C/C(=N\OC(=O)c1ccc(F)cc1)c1nccs1
  4	136	111	116	119	-1	-6	0
> CCC(=O)NC(c1cccs1)c1cc(Cl)c2cccnc2c1O (centres undefined)
  4	114	96	95	98	25	9	-2
> CC(NC(=O)c1ccc([N+](=O)[O-])o1)C12CC3CC(CC(C3)C1)C2 (centres undefined)
  0	40[may fluoresce violet]	16*[may fluoresce violet]	u	95	35	-4	0
> O=C(CCC(=O)N1CCN(S(=O)(=O)c2ccccc2)CC1)c1ccc(Br)cc1
  -4	91	101	97	98	12	-3	2
> CC1(NC(=O)Nc2cc([N+](=O)[O-])ccc2O)CCS(=O)(=O)C1 (centres undefined)
  -3	89	94	91	103	8	-6	0
> CCOC(=O)C(C)Sc1nc(N)c(NC(=O)c2ccc(OC)c(OC)c2)c(=O)[nH]1 (centres undefined)
  -4	99	103	99	66	-5	2	0
> Cc1nc2c(c(=O)n1CCC(C)C)c1nc3ccccc3nc1n2Cc1ccc2c(c1)OCO2
  11	99	106	102	112	18	-2	0
> O=S(=O)(c1ccccc1)N1CCCc2ccccc21
  4	81	102	88	97	-5	3	0
> O=C(Nc1cccc(NC(=O)c2ccccc2Cl)c1)c1cccs1
  -9	102	104	112	112	-1	9	7
> Cc1c(C(=O)NCC2CCCO2)oc2ccc(S(=O)(=O)N3CC(C)CC(C)C3)cc12 (centres undefined)
  8	93	98	91	101	0	5	7
> CC(C)C(NC(=O)Cc1ccccc1)C(=O)N1CCN(c2cccc(Cl)c2)CC1 (centres undefined)
  4	97	94	96	93	-2	2	0
> CCOC(=O)/C(C#N)=C1/C=C(C)c2ccccc2N1
  -16	95	91	96	110	18	-15	-3
> O=C(NCc1ccccc1Cl)c1cnc2ccccc2n1
  -10	101	103	107	95	4	-9	15
> COc1cccc(Cl)c1NC(=O)N1CCN(c2ccnc3cc(Cl)ccc23)CC1
  -1	99	93	92	118	7	-3	4
> Cc1c(N=C2C(=O)Nc3ccccc32)c(=O)n(-c2ccccc2)n1C
  -4	88	103	96	105	12	9	11
> CN(c1ccc(C(=O)NC2CCCC2)cc1)S(=O)(=O)c1ccccc1
  -7	102	100	99	110	2	-10	2
> CCN(CC)S(=O)(=O)c1ccc(N2CCOCC2)c(NC(=O)c2[nH]c(C)c(C(C)=O)c2C)c1
  7	107	99	98	86	-1	-3	10
> COc1ccc(OCCNC(=O)CCCO)cc1
  -2	110	98	103	110	0	-7	-2
> CC1=C(/C=C/C(C)=N\NC(=O)c2ccncc2)C(C)(C)CCC1
  -3	107	106	110	98	1	0	9
> Cn1cc(/C=N/NC(=O)c2ccccc2O)c2ccccc21
  0	107	103	105	90	-7	10	38
> C[C@@]12C(=O)N(CC3CCCO3)CC(=O)N1[C@H]1c3ccccc3OC[C@@H]1[C@@H]2c1ccccc1 (some centres undefined)
  7	90	92	97	112	-1	5	-2
> O=C(C1CCN(S(=O)(=O)c2ccccc2)CC1)N1CCc2ccccc21
  -1	113	119	108	101	3	-1	-2
> C=CCC(CC(O)COCCC)C(=O)NNC(=S)Nc1ccccc1 (centres undefined)
  -4	125	94	107	104	-3	-1	2
> NC(=O)C1CCN(c2ncnc3c2c(-c2ccccc2)cn3-c2ccccc2)CC1
  0	104	100	140	97	-6	13	3
> O=C(NC1CCCCC1)N1CCN(C2CCCCC2)CC1
  9	106	101	107	108	12	2	0
> Cc1cccc(NC(=O)c2ccc(COc3ccc4ccccc4c3)o2)n1
  7	101	113	112	72	12	1	38
> O=C(O)c1ccc(CNCc2cccc(OCc3ccc(F)cc3)c2)cc1
  0	94	104	106	109	1	7	0

Going on with the list:
Fields – procasp7 counter	LAP4-GFP MLPCN	RPL19A TOR yeast	MEP2 TOR yeast	Yeast superoxide	JMJD2C inh	proCasp3 act	AHR activator
> Cc1n[nH]c(C)c1CCNCc1ccc(OCC(O)CN2CCCCC2)cc1 (centres undefined)
  6	95	99	102	95	14	0	3
> O=[N+]([O-])c1cccc(-c2nnc3cccc(Cl)n23)c1
  13	85	104	99	106	1	1	1
> Cc1cccc(N=Nc2c(O)[nH]c3ccc(Br)cc23)c1
  -1	98	106	107	105	7	0	42
> CC(CCc1ccccc1)NC(=O)Cc1cccs1 (centres undefined)
  -2	107	105	104	139	-29	1	2
> COc1ccc(-n2c(O)c(C=Nc3ccccc3)c3ccccc3c2=O)cc1OC
  -2	97	99	109	108	8	2	-7
> CC(=C/c1ccccc1)/C=N/NC(=O)c1ccccn1
  10	124	103	111	95	2	2	-3
> C/C=C(\C)CN1CCN(c2ccccc2F)CC1
  1	90	92	97	107	-14	10	-2
> COc1cccc(Nc2ncnc3sc(C)cc23)c1
  -5	127	96	95	112	5	-8	16
> CCCOc1ccc(C(CC(=O)O)NC(=O)C23CC4CC(CC(C4)C2)C3)cc1 (centres undefined)
  -5	98	x	95	139	-11	1	-3
> CCCCC(=O)NCCc1ccc(S(N)(=O)=O)cc1
  4	103	98	93	119	-185	1	1
> COc1ccc(C2(c3ccc(OC)cc3)NC(=O)N(CC(=O)Nc3cc(C)on3)C2=O)cc1
  -8	92	98	101	91	-2	13	-3
> CC(=O)Nc1ccc(S(=O)(=O)n2nc(-c3ccc(C)cc3)nc2N)cc1
  -4	96	105	105	103	-19	1	-4
> CCCCC(Sc1nc(C)c(Cc2ccccc2)c(=O)[nH]1)C(=O)O (centres undefined)
  -5	96	105	111	104	-2	-2	-2
> O=C(NCCc1ccccc1)c1ccc([N+](=O)[O-])cc1
  6	108	102	104	101	u	8	-1
> O=C(NCCCN1CCCC1=O)C1CCN(S(=O)(=O)c2c(Cl)cccc2Cl)CC1
  12	109	98	111	91	2	-11	1
> Cc1nnc(SCC(=O)Nc2sccc2C#N)s1
  -11	93	99	94	107	0	-2	20
> Cc1ccc(CN2CCN(Cc3ccon3)CC2CCO)cc1 (centres undefined)
  -1	108	103	102	95	-7	3	0
> NC(=O)c1ccsc1NC(=O)COC(=O)c1ccc(Cl)c(N)c1
  -3	102	97	103	108	-2	6	4
> Cc1cc(C)c(NC(=O)COc2ccccc2C(=O)Nc2ccc3c(c2)oc2ccccc23)c(C)c1
  -6	88	96	96	104	14	-3	-6

One compound at a time, from the list above.
COc1cccc(Nc2ncnc3sc(C)cc23)c1 in the list: procasp7 counter = -5; LAP4-GFP MLPCN = 127; RPL19A TOR yeast = 96; MEP2 TOR yeast = 95; Yeast superoxide = 112; JMJD2C inh = 5; proCasp3 act = -8; AHR activator = 16
CC(=O)Nc1ccc(S(=O)(=O)n2nc(-c3ccc(C)cc3)nc2N)cc1 in the list: procasp7 counter = -4; LAP4-GFP MLPCN = 96; RPL19A TOR yeast = 105; MEP2 TOR yeast = 105; Yeast superoxide = 103; JMJD2C inh = -19; proCasp3 act = 1; AHR activator = -4
